Compound activity from PubChem BioAssay.
JMJD2A Tudor inh: inhibitors of human JMJD2A Tudor domain; Potency, µM (highest dose often 114 µM), inactives show top-dose activity change, negative = inhibition, hits mostly inhibitors; O75164; actives 4.4% (n = 390,000); AlphaScreen JMJD2A-Tudor / H3K4me3 peptide binding; note: potency is the fitted concentration of half-maximal effect; % is set by controls: 0 for no effect and ±100 for the full control effect; nearly all actives have a fitted effect of over 50% in size
Tb PGK inh: T. brucei PGK inhibition | Potency, µM (titrated, usually from 57.5 µM), for inactives: at the highest dose activity change, negative = inhibition, most hits filed as inhibitors | AID 602233 | actives 0.043% (n = 380,000) | PGK/GAPDH coupled, Kinase-Glo luminescence, 60 min | P07378; note: potency is the fitted concentration of half-maximal effect; % is set by controls: 0 for no effect and ±100 for the full control effect; nearly all actives have a fitted effect of over 60% in size
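Recombinant glycosomal PGK reaction used 1,3-bisphosphoglycerate generated in-well by GAPDH (100nM final) in 100mM TEA pH 7.6, 5mM MgCl2, 0.01% Tween-20. After 60 minutes at room temperature, ATP was read by Kinase-Glo Plus luminescence end-point.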
GLS inhibitor: glutaminase GLS (human) inhibition; O94925; GLS enzymatic activity, qHTS titration; Potency, µM (series often up to 45.5 µM), for the others: at the highest dose activity change, negative = inhibition, hits mostly inhibitors; actives 0.21% (n = 410,000); AID 624170; note: potency is the fitted concentration of half-maximal effect; % is set by controls: 0 for no effect and ±100 for the full control effect
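Enzyme dispensed in phosphate buffer (45 mM, pH 8.2, 0.02% Tween-20), compounds pinned in, then 1 mM L-glutamine solution and the glutamate oxidase–HRP–Amplex Red mix added; fluorescence read immediately and again after 30 min at room temperature.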
Pol eta inh: blocks human DNA polymerase eta activity; recombinant Pol eta, fluorescent DNA replication assay; Q9Y253; Potency, µM (series often up to 114 µM), for the others: at the top dose activity change, negative = inhibition, most hits filed as inhibitors; actives 1.2% (n = 390,000); note: potency is the fitted concentration of half-maximal effect; % is set by controls: 0 for no effect and ±100 for the full control effect
Target sequence (Q9Y253 whole entry, looked up): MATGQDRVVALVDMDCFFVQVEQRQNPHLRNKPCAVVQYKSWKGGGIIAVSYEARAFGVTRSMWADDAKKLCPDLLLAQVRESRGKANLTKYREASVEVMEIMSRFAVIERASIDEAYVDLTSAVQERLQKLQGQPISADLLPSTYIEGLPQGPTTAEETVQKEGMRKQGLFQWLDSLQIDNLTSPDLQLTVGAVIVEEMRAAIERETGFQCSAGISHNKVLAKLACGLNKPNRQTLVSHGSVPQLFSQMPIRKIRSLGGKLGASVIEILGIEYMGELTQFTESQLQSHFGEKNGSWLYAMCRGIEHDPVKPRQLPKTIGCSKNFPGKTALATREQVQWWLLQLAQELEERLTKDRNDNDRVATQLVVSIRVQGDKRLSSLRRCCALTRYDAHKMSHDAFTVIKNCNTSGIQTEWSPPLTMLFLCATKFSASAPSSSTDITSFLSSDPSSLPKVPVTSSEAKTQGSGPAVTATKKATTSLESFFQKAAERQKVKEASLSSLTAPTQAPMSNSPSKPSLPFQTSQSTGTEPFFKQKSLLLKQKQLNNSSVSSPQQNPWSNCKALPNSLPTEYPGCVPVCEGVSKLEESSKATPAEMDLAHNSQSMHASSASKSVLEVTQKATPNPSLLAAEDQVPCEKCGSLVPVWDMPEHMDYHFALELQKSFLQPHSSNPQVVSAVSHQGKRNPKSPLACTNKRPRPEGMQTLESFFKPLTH
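Fluorescent replication assay: 50 nM final substrate added after a 15 min room-temperature compound preincubation with 10 nM enzyme. Signal taken at 0 min and again at 10 min.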
BAZ2B inh: blocks human BAZ2B. Q9UIF8. AlphaScreen BAZ2B-H3K14Ac peptide displacement. Potency, µM (highest dose often 114 µM), for inactives: at the top dose activity change, negative = inhibition, most hits filed as inhibitors. actives 4.4% (n = 360,000); note: potency is the fitted concentration of half-maximal effect; % is set by controls: 0 for no effect and ±100 for the full control effect; nearly all actives have a fitted effect of over 60% in size
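In this displacement format the biotinylated H3(5-23) peptide acetylated at Lys14 serves as ligand at 50 nM, with BAZ2B at 50 nM in PBS pH 7.4 containing 0.01% Tween-20. Donor and acceptor beads are 10 ug/mL final.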
Pin1 inh: inhibitors of human Pin1. Potency, µM (doses to about 115 µM), for inactives: at the top dose activity, negative = inhibition, usual class: inhibitors. AID 504891. Pin1 FP peptide displacement, HiFluor488, 10 min. actives 0.009% (n = 390,000); active = well fitted inhibition curve with a large enough effect in the polarisation, with a control signal flat, not every such curve was filed as active; inconclusive = small, poorly fitted or top-dose-only effect, or effect the other way, or a change in a side signal; inactive = no such curve, though single readings can be large or run the other way; the % refers to the polarisation; note: potency is the fitted concentration of half-maximal effect; % is set by controls: 0 for no effect and ±100 for the full control effect
Target sequence (Q13526 whole entry, looked up): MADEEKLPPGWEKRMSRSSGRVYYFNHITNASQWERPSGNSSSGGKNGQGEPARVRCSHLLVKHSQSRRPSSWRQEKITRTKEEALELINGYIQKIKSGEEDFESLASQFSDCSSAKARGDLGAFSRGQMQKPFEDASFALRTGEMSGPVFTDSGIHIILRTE
HP1b binding inh: inhibitors of HP1-beta chromodomain binding to methylated histone tails; actives 0.56% (n = 390,000); Potency, µM (doses to about 114 µM), for inactives: top-dose activity change, negative = inhibition, usual class: inhibitors; AlphaScreen HP1-beta / biotin-H3K9me3 peptide binding; AID 540317; note: potency is the fitted concentration of half-maximal effect; nearly all actives have a fitted effect of over 70% in size; inactives centre near 23
Target sequence (P83916 whole entry, looked up): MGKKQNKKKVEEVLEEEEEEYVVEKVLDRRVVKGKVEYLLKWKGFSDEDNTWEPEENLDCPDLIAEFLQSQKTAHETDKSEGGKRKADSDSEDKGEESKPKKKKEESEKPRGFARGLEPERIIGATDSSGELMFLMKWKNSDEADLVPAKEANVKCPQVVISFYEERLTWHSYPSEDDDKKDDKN
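Compound inhibition of the preformed complex between 50 nM HP1-beta and 50 nM biotinylated H3K9me3 peptide was read by AlphaScreen. Buffer was PBS pH 7.4 with 0.01% Tween-20. Incubations ran 30 min at room temperature, with 10 ug/mL donor/acceptor beads.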
PI4K2A inh: blocks human PI4K2A kinase activity; purified PI4K2A, ADP-Glo luminescence, 1 h; hits give low values; activity change, negative = inhibition, % at 76.9 µM; actives 0.13% (n = 420,000); AID 1346378; in the data active = activity change below about -50%; inconclusive = mostly about -30% to -49%;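 note: -100% = wells without enzyme as full effect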
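ADP-Glo luminescence measured ADP generated by PI4K2A enzyme (4 ug/mL before mixing) with 1.2 mM PI substrate (pre-mix) and 300 microM ATP (pre-mix). Tris pH7.5 buffer with MgCl2, Triton X-100; 1 h reaction at ambient temperature.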
G9a inh: G9a (human) methyltransferase inhibition; Q96KQ7; G9a H3K9 monomethylation, AlphaScreen, 2 h; Potency, µM (highest dose often 102 µM), for inactives: top-dose activity, negative = inhibition, hits mostly inhibitors; actives 8.8% (n = 350,000); AID 504332; note: potency is the fitted concentration of half-maximal effect; % is set by controls: 0 for no effect and ±100 for the full control effect; nearly all actives have a fitted effect of over 75% in size
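G9a (20 nM) preincubated 15 min RT with compounds, then 500 nM biotinylated H3K9 peptide and 20 uM SAM added; 2 h RT reaction. Monomethyl-H3K9 product detected by AlphaScreen with anti-H3K9me1 antibody, streptavidin donor and anti-rabbit IgG acceptor beads.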
* = called active by the depositor; i = inactive; ? = inconclusive; / = not tested or not shown; & = joins results of further samples; ! = not confirmed by another sample; [ ] = dose if it differs, or a comment. Unless noted, calls come from the whole dose curve; as a rule, active = well fitted curve in the direction sought with a large enough effect; inconclusive = small, poorly fitted or top-dose-only effect, or another doubt; inactive = no such curve, though single readings can be large; an effect the other way counts as inactive or inconclusive. The list is partial; count on the stated rates, not on these rows.

SMILES	JMJD2A Tudor inh	Tb PGK inh	GLS inhibitor	Pol eta inh	BAZ2B inh	Pin1 inh	HP1b binding inh	PI4K2A inh	G9a inh
Cc1cccc(C)c1NC(=O)C1CCN(S(=O)(=O)c2cccc3nsnc23)CC1	-12%	i	1%	6%	/	-6%	5%	-2	-22%[59 µM]
COc1ccccc1C1C(C(C)=O)=C(C)N=c2s/c(=C\c3cc(OC)c(OC)c(OC)c3)c(=O)n21 (centres undefined)	?	1%	-7%	0%	?	?	-2%	0	?
COc1ccccc1-c1cc(N)n[nH]1	-20%[11.4 µM]	-1%	-1%	-1%	-10%	1%	-29%	-3	12%
Cc1cccc(NS(=O)(=O)c2cc(C(=O)N3CCN(C)CC3)ccc2C)c1	-1%	2%	0%	-8%	-4%	0%	22%	2	-3%[12.7 µM]
Cc1cccnc1NC(N)=S	-3%	-10%	18%	1%	13%	-1%	23%	0	16%[59 µM]
COc1ccc(C(=O)[C@H]2[C@H]3C(=O)N(c4ccccc4)C(=O)[C@H]3C3C=CC=NN32)cc1 (some centres undefined)	?	-5%	4%	-10%	-31%	?	-19%	-17	?
CCc1cc(C(=O)NNC(=S)Nc2cccc(C)c2)cs1	-16%	i	1%	-14%	-2%	-6%	5%	2	10µM*
CSCCC(NC(=O)c1ccccc1)C(=O)N/N=C(\C)Cc1ccccc1 (centres undefined)	-11%	i	0%	2%	-16%	-1%	31%	-2	2%[0.501 µM]
O=CN(Cc1ccco1)C1(C(=O)NC2CCCCC2)CCCCC1	-10%	7%	14%	-2%	/	1%	-3%	-3	5%[59 µM]
COc1ccc(-n2c(CCc3ccccc3)nnc2SCC(=O)c2ccccc2)cc1	-35%	i	9%	-15%	-37%	0%	0%	0	8.9µM*
O=C(CSc1nnc(Cc2ccccc2)o1)NCc1ccco1	?	-1%	0%	-13%	2%	-2%	17%	-2	-5%
C=CCn1c(SCc2ccccc2F)nc2cc(C(=O)O)ccc2c1=O	-3%	4%	8%	1%	?	-6%	16%	0	-43%
Cc1nc2ccccc2c(=O)n1CCCO	3%	-9%	-1%	0%	10%	-1%	29%	-4	20%[59 µM]
Clc1cccc(NCc2ccccc2)n1	-1%	3%	5%	-3%	8%	0%	66%[activator]	-4	?
CC1CC(C)CN(C(=O)CN2C(=O)NC(c3ccccc3)(c3ccccc3)C2=O)C1 (centres undefined)	-9%	i	6%	-18%	5%	-7%	?	-5	37%[12.7 µM]

Next records
SMILES	JMJD2A Tudor inh	Tb PGK inh	GLS inhibitor	Pol eta inh	BAZ2B inh	Pin1 inh	HP1b binding inh	PI4K2A inh	G9a inh
C=C1CSc2nc(=O)c3c4c(sc3n21)CCC4	4%	15%	-2%	-7%	/	4%	30%	1	-9%[59 µM]
COc1ccc(C)cc1NC(=O)C1COc2ccccc2O1 (centres undefined)	-1%	-9%	0%	-13%	28%	-10%	63%[activator]	-5	46%
COc1ccccc1CNC(=O)c1ccc(NS(C)(=O)=O)cc1	-3%	/	10%	15%	7%	-2%	9%	4	16%[12.7 µM]
NC(N)=NC(N)=Nc1cccc(Cl)c1	-21%	2%	-6%	-2%[57.1 µM]	4%	-8%	29%	1&-1	-13%[59 µM]
CCc1ccc(CNC(=O)C(=O)NCCc2ccc(OC)c(OC)c2)cc1	3%	0%	-8%	-9%	/	-9%	65%[activator]	-3	/
O=C(COC(=O)C1=COCCO1)Nc1ccc(Oc2ccccc2)cc1	-6%	-1%	/	-2%	5%	?	-9%	-2	?
N#Cc1ccccc1NC(=O)CSc1nc(-c2ccccc2)cc(C(F)(F)F)c1C#N	1%	0%	0%	-7%	1%	?	59%[activator]	2	19%[59 µM]
COc1ccc(N(CC(=O)NC2CC3CCC2C3)S(=O)(=O)c2ccccc2)cc1OC (centres undefined)	-9%	-3%	5%	-2%	9%	-1%	22%	-11	-12%
Cn1c(-c2ccccc2)c(CCO)c2ccccc21	?	-5%	15%	9%	-14%	-13%	?	1	?
O=C(NCCCCc1ccccc1)c1ccccc1Cl	18%	12%	-3%	?	7%	8%	56%[activator]	3	40%[59 µM]
CCCc1cc(=O)oc2c(C)c(O[C@@H]3O[C@H](CO)[C@@H](O)[C@H](O)[C@H]3O)ccc12	-4%	-20%	-10%	-14%	5%	-1%	-7%	4	-10%
COc1cc(O)c(C(CCN2CCCCC2)c2ccc(N(C)C)cc2)c(OC)c1 (centres undefined)	40µM*	i	41%[activator]	-2%	?	0%&8%	?	-2	?
O=C(Nc1ccc(Cl)cc1)Nc1ccccn1	7%	-7%	-12%	-9%	-5%	3%	35%	3	1%
O=C(Cc1ccccc1)NCC(=O)OCc1cccc([N+](=O)[O-])c1	-2%	-2%	-1%	11%	0%	-1%	24%	0	78%[activator]
CCc1ccc2oc(C(=O)Nc3cccc(C(F)(F)F)c3)cc(=O)c2c1	-24%	-4%	1%	-3%	4%	5%	36%	2	?

(more compounds)
SMILES	JMJD2A Tudor inh	Tb PGK inh	GLS inhibitor	Pol eta inh	BAZ2B inh	Pin1 inh	HP1b binding inh	PI4K2A inh	G9a inh
Cc1cc(=O)oc2cc(OS(C)(=O)=O)ccc12	-5%	-6%	4%	-7%	-2%&2%	1%	27%	1	6%
COC(=O)c1cc(S(=O)(=O)N2CCOCC2)c(N2CCOCC2)cc1N1CCOCC1	23%[11.4 µM]	-13%	-16%	-21%	-4%	1%	28%	-8	-30%[59 µM]
C1CCc2nc3c(nc2C1)CCCC3	-11%	1%	3%	-6%	0%	-5%	35%	-1	/
COC(=O)c1cccc(C(=O)Oc2cccc(Br)c2)n1	-19%	i	33%[activator]	5%	-7%	-5%	23%	8	22%[12.7 µM]
CCCCOCC(O)CCc1n[nH]c(=S)n1-c1ccccc1 (centres undefined)	?	-4%	-11%	-15%	-15%	-5%	50%[activator]	-2	/
C=CC[C@H]1Cc2c(cccc2[N+](=O)[O-])[C@H](CC=C)N1	-31%	-6%	0%	-19%	40µM*	5%	26%	-1	-10%[59 µM]
Cc1cc(C(=O)N/N=C/c2ccc(-c3cccc(Cl)c3)o2)n[nH]1	-8%	i	-21%	-3%	-4%	17%	27%	-3	/
O=C(CSc1nnc(C2CC2)n1-c1ccccc1)N1CCCC1	-4%	9%	-6%	-4%	/	-9%	17%	8	/
Cc1ccc(S(=O)(=O)N2CCCC2CNC(=O)c2ccc3c(c2)OCO3)cc1 (centres undefined)	-16%	-3%	2%	-7%	6%	0%	-18%	-8	5%[0.501 µM]
COCCn1c(SCc2ccc(C(=O)OC)o2)nc2cc(Cl)ccc2c1=O	-5%	-2%[11.5 µM]	8%	-10%	/	18%	36%	1	-4%[59 µM]
COc1ccccc1NS(=O)(=O)c1ccc2c(c1)NC(=O)CC(=O)N2	9%	-1%	4%	-2%	-3%	-3%	30%	11	49%
COc1ccc(CCc2nnc(NS(C)(=O)=O)s2)cc1	-5%	-5%	12%	5%	-22%	1%	24%	-5	?
COC(=O)c1sccc1NC(=O)CC1C(=O)NCCN1C(=O)Nc1ccccc1 (centres undefined)	-9%	-8%	-10%	-3%	-15%	7%	18%	-1	6%
CC(C)CNC(=O)c1cc(S(=O)(=O)N2CCOCC2)ccc1N1CCCC1	-6%	7%	8%	-2%	-1%	-3%	17%	-2	7%
Cc1nn(C)cc1C(=O)/C=C/c1ccc([N+](=O)[O-])cc1	-9%	6%	5%	4%	-19%	1%	-3%	5	-5%

(further entries)
SMILES	JMJD2A Tudor inh	Tb PGK inh	GLS inhibitor	Pol eta inh	BAZ2B inh	Pin1 inh	HP1b binding inh	PI4K2A inh	G9a inh
COc1cccc(C(=O)C2CCCN(Cc3cccc(-n4nc(C)cc4C)c3)C2)c1 (centres undefined)	-36%	-5%	0%	-24%	-21%	5%	-4%	0	-28%
COc1ccc(C(=O)N2CCN(C(=O)Cc3ccccc3)CC2)cc1OC	-8%	i	0%	12%	2%	-3%	16%	1	17%[2.33 µM]
O=c1nc(-c2ccccc2)nc(-c2ccccc2)[nH]1	-12%	i	19%	-7%	1%	0%	4%	-1	-5%[59 µM]
NS(=O)(=O)c1ccc(CCNC(=O)c2ccc3nc(CCc4ccccc4)oc3c2)cc1	-3%	-9%	1%	-15%	0%	9%	24%[57 µM]	-1	1%[59 µM]
COc1cccc(/C=c2\sc3nc(-c4cccs4)nn3c2=O)c1OC	-21%	-5%	0%	?	-24%	-2%	-19%	123	-42%[59 µM]
Cc1ccc2[nH]c(-c3cccc(F)c3)cc(=O)c2c1	-8%	-1%	3%	-13%	5%	0%	44%[activator]	-2	0.28µM*!
CC(=O)c1sc(NC(=O)c2cccs2)nc1C	13%	-15%	-1%	-15%	-4%	-6%	51%[activator]	-11	9%
CCN(c1ccccc1C)S(=O)(=O)c1cc2c3c(c1)CCC(=O)N3CCC2	-18%	-8%	4%	-23%	-17%	-9%	25%	-2	17%
CC(=O)N1c2ccc(S(=O)(=O)N3CCC(C(=O)N4CCN(c5cc(Cl)ccc5C)CC4)CC3)cc2CC1C (centres undefined)	-18%	5%	1%	-2%	-8%	5%	38%	-18	/
CCn1c(SCC(=O)Nc2cc(C)on2)nnc1-c1cccs1	3%	-7%	7%	4%	/	-4%	15%	-1	2%[59 µM]
CN1C(=O)c2ccccc2Sc2ccc(NC(=O)Cc3ccc(Cl)cc3)cc21	-28%	-6%	2%	-25%	-16%	27%	18%	-2	7%[59 µM]
C[C@H](CO)N1C[C@H](C)[C@@H](CN(C)C(=O)NC2CCCCC2)OCc2cnnn2CCCC1=O	/	0%	-13%	-10%	/	/	/	6	/
